# High-throughput results deposited in PubChem by National Center for Advancing Translational Sciences (NCATS).
# Vif-A3F inh = qHTS for Inhibitors of Vif-A3F Interactions: qHTS; HeLa A3F-eYFP + Vif (tagged APOBEC3F with the HIV-1 protein that degrades it), YFP fluorescence increase; Potency, µM (doses to about 46.1 µM), for the others: at the top dose activity, negative = active; 390,000 compounds, 0.2% hits; further: potency means the concentration at half of the fitted maximal effect; % of control where 0% means no effect; nearly all actives have a fitted effect of over 65% in size
#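 Fluorescence increase (Ex 488/Em 500-530) after overnight compound treatment at 37 deg C flags inhibition of Vif-driven A3F-eYFP loss in stable HeLa A3F-eYFP/Vif cells seeded overnight beforehand.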
# Vif-APOBEC3G blk = qHTS for Inhibitors of Vif-A3G Interactions: qHTS; Potency, µM (titrated, usually from 46.1 µM), for inactives: at the top dose activity, negative = active, most hits filed as inhibitors; AID 602310, 2012; HeLa A3G-eYFP + Vif (tagged APOBEC3G with the HIV-1 protein that degrades it), YFP fluorescence, overnight; 410,000 compounds, 0.076% hits;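 further: potency means the concentration at half of the fitted maximal effect; on the % scale 0 is the no-effect control and ±100 the full control effect; nearly all actives have a fitted effect of over 60% in size; hits raise eYFP signal because A3G escapes Vif-driven loss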
# Target sequence (Q9HC16 whole entry, looked up): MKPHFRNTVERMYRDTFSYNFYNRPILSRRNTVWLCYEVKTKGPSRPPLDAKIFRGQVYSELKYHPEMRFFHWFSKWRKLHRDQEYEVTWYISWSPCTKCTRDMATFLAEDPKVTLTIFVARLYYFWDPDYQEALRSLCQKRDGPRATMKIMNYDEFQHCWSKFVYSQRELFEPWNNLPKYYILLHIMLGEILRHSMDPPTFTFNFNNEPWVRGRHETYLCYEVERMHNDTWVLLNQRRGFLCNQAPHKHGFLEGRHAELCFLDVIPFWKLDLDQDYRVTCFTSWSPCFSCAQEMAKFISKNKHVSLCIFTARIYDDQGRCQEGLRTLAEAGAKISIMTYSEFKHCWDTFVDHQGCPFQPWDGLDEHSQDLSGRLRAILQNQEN
#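 HeLa cells stably expressing Vif and C-terminally eYFP-tagged A3G, seeded overnight at 37 deg C, then exposed to compound by pintool overnight at 37 deg C. Rise in yellow fluorescence (Ex 488/Em 500-530, Acumen) marks blocked Vif-driven A3G degradation.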
# mIDH1 inhibitor = qHTS for Inhibitors of mutant isocitrate dehydrogenase 1 (IDH1): qHTS | AID 602179, 2012 | 390,000 compounds, 0.093% hits | Isocitrate dehydrogenase [NADP] cytoplasmic (Homo sapiens), O75874 | IDH1-R132H enzyme, NADPH consumption, diaphorase/resazurin fluorescence | Potency, µM (top dose mostly 76.6 µM), for inactives: at the highest dose activity change, negative = inhibition, usual class: inhibitors; further: potency means the concentration at half of the fitted maximal effect; on the % scale 0 is the no-effect control and ±100 the full control effect; nearly all actives have a fitted effect of over 65% in size
# Target sequence (O75874 whole entry R132H, stated change not applied): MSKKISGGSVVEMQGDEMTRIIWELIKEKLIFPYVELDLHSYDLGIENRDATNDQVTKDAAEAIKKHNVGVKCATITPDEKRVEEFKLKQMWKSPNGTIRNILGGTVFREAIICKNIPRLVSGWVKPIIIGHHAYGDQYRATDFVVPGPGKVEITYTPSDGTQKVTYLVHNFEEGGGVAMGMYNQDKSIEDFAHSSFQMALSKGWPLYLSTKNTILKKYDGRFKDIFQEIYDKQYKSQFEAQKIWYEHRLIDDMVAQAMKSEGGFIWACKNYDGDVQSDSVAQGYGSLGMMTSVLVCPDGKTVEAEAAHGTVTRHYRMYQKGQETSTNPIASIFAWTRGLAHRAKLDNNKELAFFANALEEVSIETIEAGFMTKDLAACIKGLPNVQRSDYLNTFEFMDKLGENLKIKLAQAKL
#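 IDH1-R132H (0.5 ug/mL dispensed) in pH 7.5 Tris buffer was preincubated 30 min with compound, then given a substrate mix of 0.016 mM NADPH and 2 mM alpha-KG for 80 min at room temperature; remaining NADPH was read by diaphorase/resazurin fluorescence.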
# RXFP1 agonist = qHTS Assay for Agonists of the Relaxin Receptor RXFP1; HEK293T-RXFP1 cAMP TR-FRET, 30 min; response scale: percent of porcine relaxin response, buffer zero; 370,000 compounds, 0.3% hits; Relaxin receptor 1 (Homo sapiens), Q9HBX9; AID 2676, 2010; Potency, µM (series often up to 57.5 µM), for the others: at the top dose activation, hits mostly activators; further: potency means the concentration at half of the fitted maximal effect; on the % scale 0 is the no-effect control and ±100 the full control effect; nearly all actives have a fitted effect of over 60% in size; many of its hits are not listed in these tables
#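 HEK293T cells stably expressing RXFP1 were pretreated with the PDE4 inhibitor Ro 20174, exposed to compounds for 30 min at 37C, lysed, and cAMP was read by TR-FRET. Data normalized to buffer (basal) and 29 nM porcine relaxin (100%).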
# TrxR1 substrate = qHTS Assay for Substrates of Mammalian Selenoprotein Thioredoxin Reductase 1 (TrxR1): qHTS; Thioredoxin reductase 1, cytoplasmic (Rattus norvegicus), O89049; purified TrxR1 substrate turnover, NADPH consumption readout; Potency, µM (series often up to 114 µM), without a hit: top-dose activity change, negative = substrate turnover; 390,000 compounds, 0.01% hits; AID 588456, 2011; further: potency means the concentration at half of the fitted maximal effect; on the % scale 0 is the no-effect control and ±100 the full control effect; nearly all actives have a fitted effect of over 50% in size
#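 Rat TrxR1, dispensed at 90 nM, was prereduced with 400 uM NADPH (final) for 5 min at ~22 deg C, then incubated with compound 15 min before 400 uM selenite. A first-read NADPH fluorescence drop versus no-compound background flagged substrates.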
# Glioma ERSR ind = qHTS for Inducers of the Endoplasmic Reticulum Stress Response (ERSR) in Human Glioma: qHTS | Potency, µM, inactives show at the top dose activation, hits mostly activators | 420,000 compounds, 0.02% hits | U87-MG GRP78 promoter luciferase reporter, 16 h | AID 602332, 2012; further: potency means the concentration at half of the fitted maximal effect; series mostly up to about 76 µM; % of control where 0% means no effect; nearly all actives have a fitted effect of over 35% in size
#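 Stably transfected U87-MG glioma cells carrying a GRP78-based luciferase sensor; 16 h compound incubation. Luminescence end-point read 10 min after Bright-Glo addition at room temperature.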
# PI4K2A block = qHTS for small molecular inhibitors of PI4K2A. Phosphatidylinositol 4-kinase type 2-alpha (Homo sapiens), Q9BTU6. purified PI4K2A, ADP-Glo luminescence, 1 h; stronger effect = lower value. activity change, negative = inhibition, % at 76.9 µM. 420,000 compounds, 0.13% hits; in the data active means activity change below about -50%; inconclusive means mostly about -30% to -49%;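 further: -100% = wells without enzyme as full effect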
#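 ADP-Glo luminescence measured ADP generated by PI4K2A enzyme (4 ug/mL before mixing) with 1.2 mM PI substrate (pre-mix) and 300 microM ATP (pre-mix). Tris pH7.5 buffer with MgCl2, Triton X-100; 1 h reaction at ambient temperature.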
# LDHA block = qHTS assay for inhibitors of human lactate dehydrogenase. activity change, % (values are at about 110 or 230 µM). 480,000 compounds, 0.15% hits. L-lactate dehydrogenase A chain (Homo sapiens), P00338. purified LDHA, NADH/diaphorase-resazurin fluorescence; stronger effect = lower value; in the data active means activity change below about -30%; inconclusive means mostly about -25% to -30%;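 further: plate controls were DMSO wells for no effect and wells without enzyme for full effect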
#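 Remaining NADH was detected by diaphorase (0.133 mg/mL) converting 37 µM resazurin to fluorescent resorufin, read at 0 and 20 minutes. The preceding 5-minute room-temperature reaction used 2 nM LDHA, 0.2 mM sodium pyruvate and 0.06 mM NADH at pH 7.4.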
# USP1-UAF1 inh = Inhibitors of USP1/UAF1: Primary Screen; 390,000 compounds, 0.23% hits; Potency, µM (highest dose often 57.1 µM), for inactives: at the highest dose activity change, negative = inhibition, hits mostly inhibitors; recombinant USP1/UAF1, Ub-Rhodamine cleavage fluorescence; AID 743255, 2014; further: potency means the concentration at half of the fitted maximal effect; on the % scale 0 is the no-effect control and ±100 the full control effect; nearly all actives have a fitted effect of over 60% in size; inactives centre near -12
#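 Step one: compound is pinned into 1nM USP1/UAF1 in HEPES pH 7.8 buffer with TCEP. Step two: 15 min room-temperature incubation. Step three: Ub-Rho (150nM final) starts cleavage, tracked by fluorescence over six one-minute reads.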
# Numbers without * were called inactive; ? = inconclusive; . = no result given; & = joins results of further samples; [ ] = dose if it differs, or a comment. Unless noted, the call rests on the fitted dose curve; in most records, active means well fitted curve in the direction sought with a large enough effect; inconclusive means small, poorly fitted or top-dose-only effect, or another doubt; inactive means no such curve, though single readings can be large; an effect the other way counts as inactive or inconclusive. An excerpt, so the mix of outcomes need not match the whole.
SMILES,Vif-A3F inh,Vif-APOBEC3G blk,mIDH1 inhibitor,RXFP1 agonist,TrxR1 substrate,Glioma ERSR ind,PI4K2A block,LDHA block,USP1-UAF1 inh
CC(Oc1ccccc1F)C(=O)NNC(=O)CCNC(=O)c1ccccc1Cl (configuration not stated),-6%,2%,5%,0.2%,-5%,-5%,4,-8,-10%
Cc1cccc(NC(=S)NCCc2ccc(Cl)cc2)c1C,-15%,2%,7%,-0.1%,-5%,0%,-2,-5,-2%
Cc1ccc(S(=O)(=O)N/N=C/c2c(F)cccc2Cl)cc1,0%,0%,1%,0.5%,-8%,-3%,-3,0,-12%
O=C(Nc1ccc(N2CCOCC2)c(F)c1)c1ccncc1,7%,-4%,8%,0.0%,-6%,2%,0,-1,-13%
Cc1ccc(C)c(-n2ccnc2SCC(=O)O)c1,11%,5%,5%,1.6%,-4%,-2%,-16,-1,-4%
COc1ccnc2c1c(=O)n(Cc1ccc(Cl)cc1)c(=O)n2C,10%,-1%,4%,-1.9%,-4%,-6%,8,-3,-9%
c1csc(C2Nc3cccc4cccc(c34)N2)c1,7%,1%,6%,-0.6%,-11%,-7%,?,12&11,-22%
COc1ccc(C)cc1Nc1n[n+](-c2ccccc2)c(-c2ccc(SC)cc2)s1,1%,-17%,-15%,5.4%,-4%,-2%,-4,2,-18%
CC(=O)Oc1ccc2c(c1)OC(c1ccccc1)CC21CC(C)(C)NC(=O)N1 (configuration not stated),-5%,0%,7%,0.9%,-8%,-1%,-3,-5,-20%
CC(C)(C)S(=O)(=O)N1C[C@@H]2CC/C=C\C/C=C\2[C@H]1CCO,4%,2%,-8%,.,-1%,-1%,3,-3,?
O=C(Nc1nccs1)c1cccc(S(=O)(=O)N2CCOCC2)c1,0%,-1%,3%,2.4%,10%[57.1 µM],0%,3,-4,1%
COCCCNC(=O)c1c[nH]c2ccc(S(=O)(=O)N3CCc4ccccc43)cc2c1=O,4%,1%,8%,-0.9%,-11%[57.1 µM],-3%,0,2,-13%
CCn1c(/C=C/c2cc[n+](C)cc2)nc2ccccc21,-20%,-5%,0%,28µM*,11%,-4%,-4,-10,-21%
COCCNC(=O)C(c1ccc(C)cc1)N(C(=O)CCC(=O)Nc1ccccn1)c1ccc(C)cc1 (configuration not stated),-7%,0%,9%,1.4%,7%[0.0914 µM],-2%,0,-3,3%
CCc1ccc(NC(=O)Cn2nnc(C(=O)Nc3ccc(F)cc3)c2N)cc1,?,7%,10%,0.0%,0%,-3%,-7,-3,-14%
CCN(CC)S(=O)(=O)c1ccc2oc(C(=O)O)c(C)c2c1,-16%,1%,2%,0.3%,-11%,0%,1,-11,1%
Cc1ccc(C)c(N2CCN(C(=O)C3CCN(c4nnc(N5CCCC5=O)s4)CC3)CC2)c1,-2%,-1%,11%,0.0%,5%,-2%,6,-6,-11%
CC1CC(C(O)c2ccccn2)C(=O)C(C(O)c2ccccn2)C1 (configuration not stated),?,-13%,-3%,.,6%,8%,-2,1,-23%
CCCCn1c(N)c(N(CC(C)C)C(=O)CSCC(=O)Nc2ccc(C)cc2)c(=O)[nH]c1=O,2%,-1%,12%,-1.7%,2%,-5%,-4,-10,-4%
O=C(NCc1cccc(Cl)c1)c1cc2ccc3cccnc3c2[nH]1,3%,-1%,-14%,-0.1%,-3%,-4%,-1,-4,-18%
CCc1ccccc1NC(=O)CN(c1cccc(C)c1C)S(C)(=O)=O,4%,-4%,9%,-0.4%,5%,0%,-2,-1,-1%
CC(C)N1CCC1(C)C(=O)Nc1cccc2ccccc12 (configuration not stated),.,-7%,.,.,.,-1%,-7,3,.
Cc1ccc(N2C(=O)CCC2(C#N)c2ccccc2)cc1 (configuration not stated),3%,1%,-9%,-4.7%,-4%,3%,-4,12&-14,-22%
C[C@@H]1CN([C@H](C)CO)C(=O)CCCn2nncc2CO[C@H]1CN(C)C,-14%,-1%,-2%,.,.,3%,-3,-33*,-24%
Cc1cc(N)n(-c2ccc(C)c(C)c2)n1,7%,-8%,2%,-0.1%,-2%,4%,-8,-2,-18%
CC1CCCC(C)N1C(=O)COC(=O)c1ccccc1C(=O)c1ccccc1 (configuration not stated),-5%,-3%,0%,.,.,-4%,-2,-2,2%
O=C(CN1C(=O)CCc2cc(S(=O)(=O)N3CCOCC3)ccc21)NCc1ccc(F)cc1,7%,7%,-12%,0.3%,0%[57.1 µM],-2%,2,-3,-13%
COCCn1c(SC(C)C(=O)NCC2CCCO2)nc2scc(-c3ccc(F)cc3)c2c1=O (configuration not stated),-8%,-2%,5%,-0.6%,-5%,0%,2,-6,-15%
CCN1CCN(C(c2cccnc2)c2c(NC(=O)c3ccco3)sc(C)c2C)CC1 (configuration not stated),8%,0%,-3%,-1.2%,-6%,-2%,2,-6,-17%
Cc1cc(SCc2cccc([N+](=O)[O-])c2)nc(=O)[nH]1,0%,1%,-11%,-1.3%,-5%,-5%,-6,-5,-7%

# Complete entries as entered above:
# O=C(NCc1cccc(Cl)c1)c1cc2ccc3cccnc3c2[nH]1 as listed: Vif-A3F inh: 3%; Vif-APOBEC3G blk: -1%; mIDH1 inhibitor: -14%; RXFP1 agonist: -0.1%; TrxR1 substrate: -3%; Glioma ERSR ind: -4%; PI4K2A block: -1; LDHA block: -4; USP1-UAF1 inh: -18%
# C[C@@H]1CN([C@H](C)CO)C(=O)CCCn2nncc2CO[C@H]1CN(C)C as listed: Vif-A3F inh: -14%; Vif-APOBEC3G blk: -1%; mIDH1 inhibitor: -2%; RXFP1 agonist: .; TrxR1 substrate: .; Glioma ERSR ind: 3%; PI4K2A block: -3; LDHA block: -33*; USP1-UAF1 inh: -24%

# Continuation:
SMILES,Vif-A3F inh,Vif-APOBEC3G blk,mIDH1 inhibitor,RXFP1 agonist,TrxR1 substrate,Glioma ERSR ind,PI4K2A block,LDHA block,USP1-UAF1 inh
CC1=Nc2ccccc2/C1=C/c1ccc(N(C)C)cc1,.,-2%,.,.,2%,2%,.,3,.
O=C(COc1ccccc1C(=O)O)NC1CCCc2ccccc21 (configuration not stated),-2%,-2%,6%,-1.2%,23%,-5%,-6,-6,-32%
N#Cc1c(Nc2cccc(F)c2)sc2c(O)cc(=O)[nH]c12,?,-102%,8%,-0.1%,-7%[57.1 µM],-4%,-4,37,?
CC(C)c1ccc(/C=C2\SC(=S)N(CCC(=O)N3CCCCC3CCO)C2=O)cc1 (configuration not stated),6%,6%,-3%,-2.4%,-16%,-14%,-4,-8,-14%
O=C1C=C(c2cnc3ccccc3c2)C[C@@H](c2ccc3c(c2)OCO3)C1,1%,-4%,2%,1.8%,-8%[57.1 µM],0%,-2,1,-27%
Cn1c(=O)oc2cc(S(=O)(=O)CCC(=O)NCCc3ccc(Cl)cc3)ccc21,-8%,-1%,26%,1.1%,-3%,-1%,0,0,-3%
COc1cc(/C=N/NC(=S)NC2CC3CCC2C3)ccc1O (configuration not stated),-3%,-4%,2%,-0.3%,3%,12%,-1,1,-25%
Cc1ccccc1NC(=S)NCC1CCC(CNC(=S)Nc2ccccc2C)CC1 (configuration not stated),-4%,0%,15%,-3.6%,-1%,-4%,6,-5,-4%
O=c1oc2ccccc2c(N2CCCC2)c1[N+](=O)[O-],-1%,2%,-11%,2.3%,3%[57.1 µM],-4%,-5,-6,-9%
CC(C)Oc1ccc(C(=O)NC2CCSc3ccccc32)cc1 (configuration not stated),5%,0%,4%,-2.6%,-9%,-3%,-1,-6,-3%
CCOC(=O)c1c[nH]n2c(=S)ncnc12,-1%,?,-4%,.,.,-3%,-11,-3,-18%
Cc1ccc2nc(/C(C#N)=C/c3ccccc3F)[nH]c2c1,-14%,-5%,-6%,13%,-4%,3%,-4,0,-12%
COc1ccc(CN2C(=O)C(CC(=O)NC(c3ccccc3)c3ccccc3)CC(C(=O)N(C)C)=C2C)cc1 (configuration not stated),-6%,0%,3%,.,.,0%,-2,-6,-30%
COc1ccc(OC)c(-c2c(C#N)c(N)nc3c2c(=O)nc2sccn23)c1,-4%,0%,-5%,22%,-1%[57.1 µM],-1%,1,0,-9%
CCCCCCNC(=O)c1ccc(Br)o1,-10%,-1%,1%,3.5%,-1%,-2%&0%,6,-8,1%
O=C(NCc1ccccc1)NC1(C(=O)N2CCN3CCCC3C2)CCCCC1 (configuration not stated),-4%,-1%,-1%,-0.1%,-11%,-2%,6,-9,-4%
CC(=O)N1CC(C)Sc2ccc(S(=O)(=O)NCCc3cccc(C)c3)cc21 (configuration not stated),3%,-1%,12%,2.8%,5%[57.1 µM],-7%,4,-1,-17%
COc1cccc(-c2nnc3sc(CN4CCCCC4)cn23)c1,-16%,?,-8%,2.9%,6%[57.1 µM],-2%,-3,-1,1%
